Keap1 Nrf2 FP = inhibitors of human Keap1-Nrf2 protein-protein interaction; inhibition, % at 9.4 µM; Keap1 Kelch-Nrf2 peptide fluorescence polarization, 1536-well; Q14145; hit rate 0.15% among 340,000; in the data active = inhibition above about 12%;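 note: human Keap1 Kelch domain with fluorescein labeled Nrf2 9mer peptide probe; 0% = neutral control wells and 100% = peptide positive control; higher means more block of Keap1 binding to Nrf2 peptide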
Arrestin-AP2 inh = human beta-arrestin and AP2 interaction inhibition. FITC-arrestin peptide / GST-AP2 beads, flow cytometry; AP2 beta2 appendage carries R879A mutation. inhibition, % at 10 µM. hit rate 0.31% among 340,000;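 active = inhibition above a set limit, near 3 SD of compounds lacking own fluorescence, cut at about 54% in these data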;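 note: plate controls were DMSO wells for no effect and 5 µM unlabelled arrestin peptide for full effect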
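test system = AP2 appendage R879A on GSH beads | buffer or medium = PBS plus Tween 20 (0.05%) and BSA (0.1%) | incubation = 12 min plus 1 h, RT | detection = bead flow cytometry, FITC channel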
NSD2 inh = blocks human histone methyltransferase NSD2. O96028. NSD2 peptide methylation, AlphaScreen, 120 min. inhibition, % at 12.5 µM. hit rate 0.54% among 310,000; in the data active = inhibition above about 50%
DSG3 Ab inh = human desmoglein-3 autoantibody binding inhibition | P32926 | DSG3-coupled beads, scFv-anti-DSG3-GFP binding, flow cytometry; stronger effect = lower value | hit rate 0.48% among 310,000 | binding (percent of control), % at 10 µM;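 active = binding more than 3 SD below its plate's average and above zero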;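 note: hits lower antibody fragment binding to DSG3; some compounds called inactive have numbers as strong as hits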
Target sequence (P32926 whole entry, looked up, the tested form may be a part): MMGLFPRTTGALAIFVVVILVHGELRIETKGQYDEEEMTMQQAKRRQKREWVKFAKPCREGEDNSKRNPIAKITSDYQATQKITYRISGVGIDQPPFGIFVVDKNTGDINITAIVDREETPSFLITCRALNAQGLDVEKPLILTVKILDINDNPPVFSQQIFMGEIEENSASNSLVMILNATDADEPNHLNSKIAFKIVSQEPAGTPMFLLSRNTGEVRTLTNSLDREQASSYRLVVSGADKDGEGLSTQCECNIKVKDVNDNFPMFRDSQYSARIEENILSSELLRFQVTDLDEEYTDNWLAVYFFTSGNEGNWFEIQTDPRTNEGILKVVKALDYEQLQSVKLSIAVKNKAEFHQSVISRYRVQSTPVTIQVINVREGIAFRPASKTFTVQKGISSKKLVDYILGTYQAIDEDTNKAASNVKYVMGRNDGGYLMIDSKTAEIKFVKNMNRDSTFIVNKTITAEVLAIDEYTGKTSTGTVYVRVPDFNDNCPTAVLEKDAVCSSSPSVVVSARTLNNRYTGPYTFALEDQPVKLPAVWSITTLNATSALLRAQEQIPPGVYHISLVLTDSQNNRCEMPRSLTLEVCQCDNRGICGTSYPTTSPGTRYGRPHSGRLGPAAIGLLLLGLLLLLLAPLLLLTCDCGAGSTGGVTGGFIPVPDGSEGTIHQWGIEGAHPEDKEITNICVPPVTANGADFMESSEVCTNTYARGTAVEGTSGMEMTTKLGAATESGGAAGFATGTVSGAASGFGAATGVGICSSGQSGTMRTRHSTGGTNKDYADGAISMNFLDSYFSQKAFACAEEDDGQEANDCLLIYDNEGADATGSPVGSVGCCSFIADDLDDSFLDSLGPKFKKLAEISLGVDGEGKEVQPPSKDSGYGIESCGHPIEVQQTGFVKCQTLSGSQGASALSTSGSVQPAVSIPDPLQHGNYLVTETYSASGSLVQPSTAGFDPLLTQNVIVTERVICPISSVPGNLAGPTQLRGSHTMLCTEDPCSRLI
LANA DNA inh = KSHV C-LANA DNA binding inhibition. MBP-C-LANA/FAM-LBS DNA binding, fluorescence polarization. inhibition, % at 9 µM. hit rate 0.078% among 340,000. AID 504423;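 active = highest replicate inhibition at or above 60% at 9 µM, even if other replicates fall short; inactive = all replicates below 60% inhibition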;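 note: 0% = neutral control wells and 100% = 4 µM acridine orange control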
Cardiac RTF inh = cardiac RTF calcium desensitization. IANBD-labeled cardiac RTF, Ca2+ fluorescence. inhibition, % at 7.15 µM. hit rate 0.12% among 340,000. AID 493244;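 active = inhibition above the mean inhibition of all tested compounds plus 3 SD, cut at about 17% in these data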;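 note: assay run at fixed EC70 calcium of 1.6 mM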
CAL PDZ FP-1 = human CAL PDZ-peptide interaction inhibition. AID 504414. Q9HD26. hit rate 0.02% among 330,000. inhibition, % at 20 µM. purified CAL PDZ, TMR-peptide fluorescence polarization, 1 h;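 active = highest replicate inhibition of at least 40%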;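 note: plate controls were DMSO neutral control wells for no effect and unlabeled competitor peptide control wells for full effect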
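Material: tagged CAL PDZ protein CerCALP, purified; buffer or medium: sodium phosphate/NaCl buffer pH 7.4 with TCEP, IgG, Thesit; also added: fluorescent TMR peptide probe; schedule: 1 h incubation at room temperature before polarization reading; technique: fluorescence polarization from S- and P-plane intensities, G-factor corrected; control set: unlabelled peptide and DMSO controls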
CAL PDZ FP-2 = CAL PDZ (human) peptide binding inhibition; purified CAL PDZ, TMR-peptide fluorescence polarization, 1 h; hit rate 0.92% among 300,000; AID 602252; Q9HD26; inhibition, % at 24.9 µM;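 active = mean inhibition of at least 30% with at least half of replicates also reaching 30%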;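 note: 0% = DMSO neutral control and 100% = excess unlabeled competitor peptide PRC23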
DAGLB inhibitor = blocks human DAGLB lipase activity | HEK293T DAGLB membrane lysate, EnzChek fluorogenic substrate | hit rate 0.059% among 340,000 | Q8NCG7 | inhibition, % at 5.17 µM; in the data active = inhibition above about 34%;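 note: 0% = enzyme with vehicle and 100% = wells lacking enzyme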
V-ATPase pHluor = alters yeast V-ATPase proton transport. response, % at 10 µM. hit rate 0.37% among 350,000. S. cerevisiae, pHLuorin cytosolic pH fluorescence. AID 504577; in the data active = response mostly above about 7.3%, no sharp cut-off; inactive = mostly below about 5.4%; note: actives read high; inactives centre near 0; some compounds called inactive have numbers as strong as hits
Numbers without * were called inactive; / = not tested or not shown. This is a subset; rates above refer to the full screens.

item	SMILES	Keap1 Nrf2 FP	Arrestin-AP2 inh	NSD2 inh	DSG3 Ab inh	LANA DNA inh	Cardiac RTF inh	CAL PDZ FP-1	CAL PDZ FP-2	DAGLB inhibitor	V-ATPase pHluor
1	O=C(O)C1CC(=O)N(c2ccc(F)cc2)C1 (configuration not stated)	-2.2	-6.5	0.6	93.0	0.0	-16.7	-1.4	-1.6	-1.6	-4.2
2	COC(=O)COc1cccc2c(=O)n(CC(=O)N3CCCc4ccccc43)ccc12	-1.8	19.3	/	108.0	0.4	-7.1	0.2	-1.0	-3.3	-1.1
3	COc1ccc(CNc2oc(Cc3cccc4ccccc34)nc2C#N)cc1	-4.0	5.1	-1.8	110.5	0.7	-7.4	-1.8	-4.0	-2.3	-2.1
4	COc1ccc2c(Cl)c(-c3nnc4n3CCCCC4)sc2c1	-4.4	-1.2	-0.1	106.5	-0.1	6.4	-2.7	-3.2	0.1	-0.7
5	Nc1cc(=O)[nH]c(SC/C=C/c2ccccc2)n1	-1.5	-7.4	-0.1	99.6	-0.3	-9.3	-1.7	-2.8	-0.7	1.4
6	COC(=O)C1OC2(OC1C(=O)OC)c1ccccc1-c1ccccc12 (configuration not stated)	-1.6	6.0	10.6	/	0.5	0.8	0.0	0.6	-1.8	1.9
7	CN(C)/C=C/C(=O)c1ccc(S(=O)c2ccccc2)cc1 (configuration not stated)	-2.5	4.5	-3.3	103.4	0.6	-9.3	-6.6	-0.7	1.9	2.7
8	COc1ccc(NC(=O)COC(=O)CCNS(=O)(=O)c2ccc(Cl)cc2)cc1	-1.2	36.1	-2.3	87.0	0.9	-2.6	-1.0	2.3	0.3	3.0
9	CC(Oc1ccc(Cl)cc1Cl)C(=O)NNC(=O)C(=O)N1CCCC1 (configuration not stated)	3.7	2.9	-2.6	110.2	0.4	10.1	-3.3	-5.5	0.4	4.8
10	CCOC(=O)Cc1csc(NC(=O)NC2(C(F)(F)F)Oc3ccc(Cl)cc3O2)n1 (configuration not stated)	-4.6	12.1	-0.3	102.2	0.9	0.5	-0.2	-2.9	-0.1	1.2
11	Cc1cccc(NC(=O)N2C3CCCC2CC(NC(=O)C(C)(C)C)C3)c1 (configuration not stated)	-5.3	1.2	-0.8	112.9	-4.6	1.7	0.2	-1.0	1.2	-2.2
12	O=C(c1ccc(Cl)cc1)N1N=C(c2ccccn2)CC1(O)C(F)(F)F (configuration not stated)	-7.8	2.7	-1.3	111.8	/	-4.3	-0.7	/	-5.6	4.8
13	Cc1nnc2sc(-c3ccco3)nn12	1.2	-2.4	0.0	/	-2.2	-3.4	-1.1	-1.3	-0.8	3.0
14	CC(NC(=O)c1ccc2c(c1)OCO2)C1CCCO1 (configuration not stated)	-3.9	-7.1	-1.0	104.9	-0.3	-2.9	0.0	/	-2.2	6.4
15	COc1ccc(OC)c(NC(=O)Nc2cccnc2)c1	-4.4	-5.1	-0.5	116.3	0.7	-2.8	-1.3	-5.4	0.0	-1.4
16	COc1ccc(-c2csc(NC(=O)c3cc(-c4cccs4)nc4ccccc34)n2)c(OC)c1	-3.6	-7.5	0.7	95.0	0.2	-6.5	-0.4	-3.6	-8.0	0.2
17	COc1ccc(C(=O)NCCc2c[nH]c3ccccc23)cc1	-0.6	3.1	2.2	94.9	-0.3	-7.1	0.0	3.3	1.1	-4.9
18	CCOC(=O)CCCNC(=O)COC(=O)c1cccc(C)c1O	0.0	7.4	-5.0	96.0	0.2	-0.9	-0.9	-4.9	2.6	-1.6
19	COc1ccc(S(=O)(=O)N(C)c2ccc(C(=O)N3CCN(C)CC3)cc2)cc1	3.9	-0.1	1.5	116.0	-0.1	-0.8	-1.1	0.2	-0.2	1.2
20	CC(C)(C)OC(=O)N1CCN(C(=O)c2[nH]cnc2C(=O)N[C@@H](Cc2ccccc2)C(=O)OCc2ccccc2)CC1	-6.5	-8.5	/	108.0	-0.8	-12.7	-0.3	-7.2	0.7	1.9
21	OCCN1CCN(c2nc(NCc3ccco3)c3ccccc3n2)CC1	-8.5	9.1	-1.2	98.6	0.3	-1.2	-0.8	-2.5	0.7	-0.5
22	CC(C)c1ccc(/C=N/Nc2ccc(C(=O)O)cc2)cc1	-0.1	-1.8	/	82.2	-2.0	-12.5	-2.7	0.6	3.1	3.3
23	Cc1cc(S(=O)(=O)Nc2ccc(C(=O)NCCCn3ccnc3)cc2)ccc1F	2.1	3.6	-0.2	111.8	-0.8	-9.0	-0.3	-3.1	-2.7	-5.0
24	COC(=O)C1C2CCC(C2)C1C(=O)OCC(=O)c1ccc(C)cc1 (configuration not stated)	-2.2	2.9	-2.5	102.4	-1.0	-6.0	0.3	-5.7	-4.8	3.4
25	CC(=NC1CCCCC1)C1=C(O)c2ccccc2C1=O	-8.6	7.6	-4.9	122.5	-0.3	-5.0	-4.5	1.7	-1.8	0.2
26	CC(=O)c1cccc(NC(=O)c2ccc(C)o2)c1	1.0	12.5	10.5	102.7	1.1	-3.4	0.0	/	-1.8	0.8
27	CC1(C)C2CCC1(CS(=O)(=O)NC1CCCC1)C(=O)C2 (configuration not stated)	-3.5	-1.2	-1.2	82.5	1.7	-9.2	-0.3	-0.7	-0.2	-3.1
28	Cc1ccc(NC(=O)c2sc(Cl)nc2-c2ccccc2)cc1	-0.9	8.1	-0.1	107.7	-1.4	-6.7	0.4	0.5	-10.4	5.4
29	C=C(C)C(=O)Nc1cccc(C2=NOC3(C2)C[C@H](C(N)=O)N(C(=O)/C=C/C)C3)c1 (some centres not stated)	-9.6	3.4	/	111.6	32.6	-1.0	-0.2	-0.7	-1.7	-1.3
30	CN(C)S(=O)(=O)c1ccc(N2CCCC2)c(C(=O)Nc2ccc(Br)cc2F)c1	1.1	0.6	4.2	117.0	-0.9	2.3	0.1	-1.3	-2.6	3.0
31	C/C(=N\NC(=O)c1c[nH]c2ccccc12)c1ccc(C)s1	1.2	21.8	1.5	106.2	-0.7	-1.2	0.0	0.1	0.8	2.8
32	CC(C)CC(NS(=O)(=O)c1ccccc1)C(=O)O (configuration not stated)	-0.8	-10.0	1.0	/	-0.2	-3.8	-2.1	-2.3	-2.1	-0.4
33	COc1cc2c(cc1[N+](=O)[O-])n(C(C)C)c(=O)n2C(C)C	-1.2	-0.9	0.6	107.7	-0.3	-4.0	-1.4	-2.9	-1.7	-2.8
34	CCc1noc(C)c1C(=O)Oc1ccc(N(C)S(=O)(=O)c2ccc(C)cc2)cc1	-1.4	-5.2	-2.6	101.2	0.5	-1.9	0.3	-2.7	-20.3	-2.0
35	CC(=O)Nc1cccc(C(=O)/C=C/c2ccc[nH]2)c1	-9.2	-7.3	2.3	110.6	5.3	-1.8	0.7	/	-1.6	2.4
36	Cc1ccccc1C(=O)NC(NC(=S)Nc1ccc(S(N)(=O)=O)cc1)C(Cl)(Cl)Cl (configuration not stated)	4.2	-0.2	11.8	87.0	-0.1	1.8	-3.2	7.9	-2.5	3.6

Exported screen by screen: entries from further up.
#31 C/C(=N\NC(=O)c1c[nH]c2ccccc12)c1ccc(C)s1
#32 CC(C)CC(NS(=O)(=O)c1ccccc1)C(=O)O (configuration not stated)
#33 COc1cc2c(cc1[N+](=O)[O-])n(C(C)C)c(=O)n2C(C)C
#34 CCc1noc(C)c1C(=O)Oc1ccc(N(C)S(=O)(=O)c2ccc(C)cc2)cc1
#35 CC(=O)Nc1cccc(C(=O)/C=C/c2ccc[nH]2)c1

compound no.	31	32	33	34	35
Keap1 Nrf2 FP	1.2	-0.8	-1.2	-1.4	-9.2
Arrestin-AP2 inh	21.8	-10.0	-0.9	-5.2	-7.3
NSD2 inh	1.5	1.0	0.6	-2.6	2.3
DSG3 Ab inh	106.2	/	107.7	101.2	110.6
LANA DNA inh	-0.7	-0.2	-0.3	0.5	5.3
Cardiac RTF inh	-1.2	-3.8	-4.0	-1.9	-1.8
CAL PDZ FP-1	0.0	-2.1	-1.4	0.3	0.7
CAL PDZ FP-2	0.1	-2.3	-2.9	-2.7	/
DAGLB inhibitor	0.8	-2.1	-1.7	-20.3	-1.6
V-ATPase pHluor	2.8	-0.4	-2.8	-2.0	2.4

(list continues)
item	SMILES	Keap1 Nrf2 FP	Arrestin-AP2 inh	NSD2 inh	DSG3 Ab inh	LANA DNA inh	Cardiac RTF inh	CAL PDZ FP-1	CAL PDZ FP-2	DAGLB inhibitor	V-ATPase pHluor
37	Nc1ccc(N=Nc2ccccc2)cc1[N+](=O)[O-]	2.0	-12.1	12.1	121.9	-0.3	1.1	0.4	-0.6	14.8	3.5
38	O=C(Oc1ccc(-c2ccccc2)cc1)N1CCCCC1	-0.8	43.6	-0.1	/	-2.2	-2.6	-0.4	-4.1	-8.9	0.9
39	CC(C)C[C@H](NC(=O)NCCc1ccc(Cl)cc1)C(=O)O	0.0	0.4	-3.8	95.2	3.2	3.7	-1.4	-2.7	-1.0	/
40	CN1CCN(CC(=O)N(C)c2nc(-c3ccccc3)cs2)CC1	-1.0	1.7	5.0	/	-0.1	-8.3	-1.1	-3.9	-0.1	3.8
41	COc1ccc(CC(=O)Nc2ccc(-c3cn4ccccc4n3)cc2)cc1	3.4	2.9	-2.4	84.2	-1.1	-4.5	-0.8	-4.2	-2.8	1.7
42	CCn1c(C)[n+](Cc2ccccc2)c2ccc(C(=O)OC)cc21	0.6	-19.1	-3.2	84.4	-0.3	-4.0	-2.2	0.5	0.4	2.8
43	CCCCN(C)S(=O)(=O)c1ccc(C(=O)Nc2nnc(-c3ccco3)o2)cc1	-4.7	6.5	/	96.0	1.5	-0.8	-2.6	-1.0	4.7	2.5
44	CC1(C)CC2(CC(c3ccccc3)Oc3cc(O)ccc32)NC(=S)N1 (configuration not stated)	-3.1	-2.9	3.7	101.8	-0.5	-11.0	-0.6	1.2	2.4	5.7
45	NC(=O)CCC(=O)N1CCCC(C(=O)c2ccc3c4c(cccc24)CC3)C1 (configuration not stated)	-4.0	-3.1	1.0	100.0	2.6	-15.6	-2.3	-0.1	0.8	0.9
46	COc1ccc(-c2noc3c2-c2nc(-c4ccccc4Cl)sc2CC3)cc1	1.0	9.9	/	101.6	0.9	-1.4	0.2	1.5	-9.2	-1.7
47	C/C(=N\NC(=O)C(O)c1ccccc1)c1cccnc1 (configuration not stated)	-4.9	-12.6	-1.8	97.6	-2.9	1.7	0.1	4.6	2.8	0.0
48	Cc1ccccc1-c1cc(C(=O)NCc2ccc3c(c2)OCO3)nn1CC1CC(c2cccc([N+](=O)[O-])c2)=NO1 (configuration not stated)	2.6	10.2	/	100.9	1.6	-4.8	-0.1	-1.3	6.7	-1.6
49	O=C(Nc1cccnc1)C1COc2ccccc2O1 (configuration not stated)	-2.3	12.5	-4.8	/	2.6	4.5	-8.2	-6.9	-2.4	3.1
50	CC1CCCCC1NC(=O)CCNS(=O)(=O)c1ccc2c(c1)CCC(=O)N2 (configuration not stated)	-2.7	-22.8	-3.0	106.9	-1.3	-7.6	-2.5	-3.7	0.0	-3.3
51	N#Cc1ccccc1CSc1nnc(Cc2ccccc2)o1	-0.8	-7.7	-1.7	85.2	0.4	4.9	-3.6	-2.8	-0.8	-0.9
52	Cc1cc(N2C(=O)C3C4C=CC(C4)C3C2=O)ccc1Br (configuration not stated)	-0.2	-0.6	-2.9	101.7	-0.4	-3.5	0.0	-3.1	-4.7	5.8
